CCR6 antagonist: antagonists of human CCR6 receptor. CHO-K1 CCR6 PathHunter beta-arrestin, luminescence, CCL20-stimulated. 340,000 tested, 0.49% active. AID 493098. P51684. inhibition, % at 20 µM;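 active means compounds whose inhibition of the agonist-driven luminescence signal at 20 µM reaches about 50%, limit read from the data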;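 further: cells stimulated with CCL20 at 14 nM final; plate controls were DMSO with CCL20 for no effect and DMSO without agonist for full effect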
EBI2 block: antagonists of human EBI2 receptor; AID 651636; EBI2 beta-arrestin recruitment, luminescence, 7a,25-OHC stimulated; 360,000 tested, 0.81% active; inhibition, % at 5 µM; in the data active means inhibition above about 38%;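 further: enzyme fragment complementation signal reports receptor beta-arrestin coupling in cells; 0% = agonist plus DMSO wells and 100% = wells without agonist; some results beyond the cut were filed as inactive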
Jurkat NFkB inh: lowers PMA/ionomycin-induced NF-kB signal in Jurkat cells; inhibition, % at 4 µM; PMA/ionomycin-induced NF-kB luciferase reporter, luminescence; 330,000 tested, 0.53% active
SENP8 block: inhibitors of human SENP8 protease. 330,000 tested, 1.2% active. inhibition, % at 10 µM. AID 2540. purified SENP8, Z-RLRGG-aminoluciferin cleavage, luminescence
Gli-Sufu block: blocks Gli-Sufu signaling in a luciferase reporter; inhibition, % at 5 µM; AID 588413; 340,000 tested, 0.74% active; Sufu-KO-LIGHT fibroblasts, Gli luciferase reporter luminescence;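 active means inhibition above about 55%, limit read from the data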;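 further: 0% = DMSO-treated cells and 100% = wells with medium but no cells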
Apaf1 inhib: human Apaf-1 inhibition; O14727; reconstituted apoptosome caspase-3 activity, DEVD-Rh110 fluorescence; inhibition, % at 20 µM; 330,000 tested, 0.71% active; active means inhibition of at least 40% at 20 µM;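 further: plate controls were DMSO wells for no effect and DEVD-CHO caspase inhibitor wells for full effect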
Target sequence (O14727 whole entry, looked up): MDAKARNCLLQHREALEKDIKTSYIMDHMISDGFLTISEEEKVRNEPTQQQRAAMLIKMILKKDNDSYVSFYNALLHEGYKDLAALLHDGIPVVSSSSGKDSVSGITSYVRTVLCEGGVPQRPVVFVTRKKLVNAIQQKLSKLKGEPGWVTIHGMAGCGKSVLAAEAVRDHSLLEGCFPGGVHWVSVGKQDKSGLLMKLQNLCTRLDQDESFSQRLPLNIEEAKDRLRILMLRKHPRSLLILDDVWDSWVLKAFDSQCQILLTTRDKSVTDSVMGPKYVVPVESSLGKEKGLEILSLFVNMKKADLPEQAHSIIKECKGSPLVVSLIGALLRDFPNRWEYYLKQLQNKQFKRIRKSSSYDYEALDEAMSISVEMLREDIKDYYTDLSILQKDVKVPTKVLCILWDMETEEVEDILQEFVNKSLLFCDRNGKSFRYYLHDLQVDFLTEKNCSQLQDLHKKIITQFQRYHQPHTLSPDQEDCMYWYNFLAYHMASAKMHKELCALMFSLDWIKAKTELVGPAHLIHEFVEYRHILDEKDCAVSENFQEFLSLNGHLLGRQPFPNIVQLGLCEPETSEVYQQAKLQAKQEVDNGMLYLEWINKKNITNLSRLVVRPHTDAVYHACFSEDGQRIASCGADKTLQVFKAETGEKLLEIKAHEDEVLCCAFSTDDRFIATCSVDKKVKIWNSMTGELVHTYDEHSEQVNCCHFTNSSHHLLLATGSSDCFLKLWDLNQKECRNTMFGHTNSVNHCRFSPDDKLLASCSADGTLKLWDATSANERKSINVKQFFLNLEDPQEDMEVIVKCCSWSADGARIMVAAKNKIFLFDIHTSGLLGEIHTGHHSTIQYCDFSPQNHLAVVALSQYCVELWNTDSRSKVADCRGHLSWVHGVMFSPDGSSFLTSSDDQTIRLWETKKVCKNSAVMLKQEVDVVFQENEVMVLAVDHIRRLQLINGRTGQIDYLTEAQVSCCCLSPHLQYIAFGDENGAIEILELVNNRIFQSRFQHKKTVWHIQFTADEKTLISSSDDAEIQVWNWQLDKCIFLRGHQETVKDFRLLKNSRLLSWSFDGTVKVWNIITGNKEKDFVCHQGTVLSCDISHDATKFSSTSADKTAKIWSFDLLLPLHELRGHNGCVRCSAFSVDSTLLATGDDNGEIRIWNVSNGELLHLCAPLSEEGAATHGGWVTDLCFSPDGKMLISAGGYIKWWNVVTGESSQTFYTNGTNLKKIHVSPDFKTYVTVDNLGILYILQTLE
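detection = Rh110 fluorescence intensity | test system = biochemical Apaf-1 apoptosome reconstitution | also added = cytochrome c and DEVD-Rh110 substrate | schedule = 30 min plus 50 min, RT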
697 NFkB inh: inhibitors of the PMA/ionomycin-induced NF-kB reporter in 697 B cells | 697 B-cell NF-kB luciferase reporter, 16 h | inhibition, % at 4 µM | 330,000 tested, 0.33% active; in the data active means inhibition above about 35%
UBC13 inh: blocks human UBC13 polyubiquitin chain formation | P61088 | TR-FRET | inhibition, % at 20 µM | 330,000 tested, 0.47% active | AID 485273; in the data active means inhibition above about 45%, passing the limit was not always enough
* hit, by the source's call; . = no result given. Unless noted, no stated cut-off is given here; in the data, active means inhibition above about 50%; inactive means the rest.

SMILES	CCR6 antagonist	EBI2 block	Jurkat NFkB inh	SENP8 block	Gli-Sufu block	Apaf1 inhib	697 NFkB inh	UBC13 inh
CCN(CC(=O)Nc1ccccc1C(F)(F)F)C(=O)c1cccc(N2C(=O)CCC2=O)c1	5	-5	5	2	-12	-6	25	-8
O=C(Nc1ccc(F)cc1F)c1c(C(F)(F)F)ccnc1Oc1ccccc1	15	2	1	-1	9	4	0	6
O=C(CNC(=O)c1ccco1)Nc1ccc(Br)cc1	2	5	-31	2	-26	3	-27	6
Cc1cc([N+](=O)[O-])c(NCCCCCCO)c([N+](=O)[O-])c1	21	-6	-15	-1	-3	18	-25	-77
CCOc1cc(/C=C2\SC(=N)N(c3nonc3N)C2=O)ccc1OCC(N)=O	11	-5	8	-2	-3	4	14	24
O=C(Cc1ccc(Cl)cc1)Nc1ccc(NC(=O)c2cccs2)cc1	-14	-6	-13	2	-9	-15	-24	-3
COc1ccc(N(C(=O)c2ccc(S(=O)(=O)N3CCOCC3)cc2)C2C=CS(=O)(=O)C2)cc1 (stereo unspecified)	-7	-6	-10	-2	-2	-8	-9	-12
C=CCn1c(COc2ccccc2F)nnc1SCC(=O)c1c[nH]c2ccccc12	-6	12	21	7	-1	12	13	15
O=C(CNC(=O)c1ccco1)NCC(=O)OC(C(=O)c1ccccc1)c1ccc(Cl)cc1 (stereo unspecified)	5	3	-1	-4	18	9	9	5
O=C(NCc1nnc2c3ccccc3c(-c3ccccc3)nn12)c1ccc(Cl)cc1	20	7	17	1	9	17	2	8
CC(CNC(=O)CN1C(=O)NC2(CCCCC2C)C1=O)c1ccccc1 (stereo unspecified)	-1	7	17	-1	-9	-6	10	3
CCN1CCN(C(=O)C(C)Nc2cc(Cl)c(OC)cc2OC)CC1 (stereo unspecified)	-6	-3	12	3	.	20	8	-10
Cc1ccnc(NC(=O)/C=C/c2cccs2)c1	-2	-2	-74	57*	-102	2	-148	-16
COc1ccccc1NC(=O)CNc1ccc(F)c(Cl)c1	-16	-4	-5	-14	-10	1	-12	4
COc1ccc(Cl)cc1C(=O)NC(C)C	4	0	16	-14	-6	-24	2	3
C=C1CC2C=C(NC(C)=O)CC(C1)C2 (stereo unspecified)	-10	-12	8	5	1	-6	16	4
CCO[C@H]1OC(C(=O)NC2CC2)=C[C@@H](c2csc3ccccc23)[C@@H]1CCCO	-6	-9	16	4	0	2	7	4
Cc1ccc(S(=O)(=O)NCCNC(=O)c2ccccc2)cc1	7	-8	7	-7	0	12	14	4
CCN(CCCNC(=O)C1CCC(=O)N1C1CCCC1)c1cccc(C)c1 (stereo unspecified)	-13	-2	8	-3	-7	-3	10	16
CCCCCC(=O)NC(=S)NNC(=O)CC	26	-6	25	-3	-5	-11	1	-16
CC(C)(C)NS(=O)(=O)c1ccc(-c2csnn2)s1	5	-10	2	0	-3	-8	1	5
O=C(NCC(=O)N1CCOCC1)c1ccc(Br)o1	-3	-18	-47	-8	23	-11	-45	-19
CC(C)CC(=O)NC(=S)Nc1ccc(NC(=O)c2cccs2)cc1	7	-33	-1	-18	6	6	-12	5
Cc1cccc(NC(=O)N2CCCc3ccccc32)c1C	5	-2	2	-7	4	2	13	-4
CN(CCCCN1CCOCC1)Cc1nc(-c2ccc3c(c2)OCO3)no1	3	4	-13	5	-26	-8	-12	9
CCOC(=O)c1c(C)[nH]c(C(=O)N2CCc3cc(OC)c(OC)cc3C2)c1C	12	14	-16	-4	-1	10	12	1
CCCn1ncc(C(=O)N(C)C2CCCN(Cc3ccccc3F)C2)c1C (stereo unspecified)	-2	-9	1	-3	5	-6	5	4
Nc1nnc(CCN2C(=O)CSC2=O)s1	5	2	13	4	16	4	16	5
CC1(CC(=O)N/N=C/c2cc([N+](=O)[O-])c(O)cc2O)OCCO1	26	4	-3	-8	2	1	-2	-56
Cc1ccc(C(=O)NCc2ccco2)cc1S(=O)(=O)N1CCCC1	-4	3	6	3	-6	2	-45	-3
COc1ccc(OCC(=O)Nc2ccc(OC)c(S(=O)(=O)N3CCCCC3)c2)cc1	21	11	50*	6	2	22	-36	-5
Cc1ccc2cc(CCNC(=O)C(C)(C)C)c(=O)[nH]c2c1	5	-4	-10	0	9	5	0	-8
CN1CCCCC1=NCCCn1cnc2c1c(=O)n(C)c(=O)n2C	1	-1	-4	3	-2	-21	13	11
OCc1nc2ccccc2n1CC(O)COc1ccccc1 (stereo unspecified)	-5	-5	-1	-3	-8	3	-32	0
O=C(CCn1c(=S)oc2ccccc21)Nc1cccc(F)c1	7	-15	4	-1	5	-16	-19	3
CC(=O)Nc1nc(C)nc(-c2ccccc2OC(C)=O)n1	-16	-14	4	3	-9	-11	4	22
COc1ccccc1-n1c(N)cc(=O)nc1SCC(=O)Nc1cc(C)on1	0	2	-3	-11	3	0	-4	-12
O=C(Nc1ccccc1F)c1cnccn1	-4	-4	-14	-13	-19	6	3	-4
COc1cc(NC(=O)CN(c2ccc(C)cc2)S(=O)(=O)c2c(C)nn(C)c2C)cc(OC)c1	-15	13	18	-2	1	12	-13	7
Cc1cc(C(=O)CSCCCn2c(=O)[nH]c3ccccc32)c(C)n1C	20	-8	2	-6	1	10	-2	-12
Cn1c(/C(C#N)=C/c2ccncc2)nc2ccccc21	9	23	-4	2	4	-14	18	-5
C[C@@H]1CN([C@@H](C)CO)C(=O)c2cc(NC(=O)CCN3CCOCC3)ccc2O[C@@H]1CN(C)C(=O)Nc1ccccc1	6	-9	-2	-3	5	9	4	3
O=C(CSCc1c(Cl)cccc1Cl)Nc1ccc2c(c1)OCO2	28	-1	1	-2	1	6	-2	2
O=C(NCC(c1ccc(F)cc1)N1CCOCC1)c1cccnc1Sc1ccccc1Cl (stereo unspecified)	4	6	5	-2	-7	28	12	19
O=C(NCC(=O)N1CCN(C/C=C/c2ccccc2)CC1)c1ccc(Br)cc1	0	32	5	4	2	-2	4	16
CCOC(=O)N1CCN(C(=O)Cn2nc(C)n3nc(-c4ccc(CC)cc4)cc3c2=O)CC1	4	-10	2	-6	6	1	-3	4
CC(=O)Nc1cccc(C(=O)N2CCC(n3nccc3NC(=O)CC(C)C)CC2)c1	6	-7	-19	-10	-8	-6	14	-7
CC1=C(C(=O)Nc2ccccc2)C(c2ccncc2)n2nnnc2N1 (stereo unspecified)	-6	-7	1	-6	11	1	3	-9
COc1cccc(NC(=O)CN2C(=O)COc3ccc(C)cc32)c1	-1	6	2	-11	13	-6	4	0
CCOc1ccccc1C(=O)N(C)Cc1cc2cc(OC)ccc2[nH]c1=O	-9	0	-6	-8	3	2	-25	-6
Cc1cccc(C)c1NC(=S)N(Cc1ccccc1)Cc1cccnc1	10	-2	0	5	.	-1	0	-14
O=C(CCCN1C(=O)CSc2ncccc21)N1CCN(Cc2ccccc2)CC1	-10	1	-1	12	.	-8	1	0
C=CCc1cc(/C=N/NC(=O)CSc2nnc(CCCc3ccc(OC)cc3)o2)cc(OC)c1O	-3	5	-14	-5	8	12	-22	-13
CCCOc1ccc(CNC(=S)N/N=C/c2ccc([N+](=O)[O-])cc2)cc1	-2	-1	11	-8	-7	-3	-1	-13
O=C(NC(Cc1ccccc1)C(=O)O)/C(=C\c1ccc(F)cc1)NC(=O)c1ccccc1 (stereo unspecified)	-4	-20	2	-2	-8	3	2	1
CC(=O)N(/N=C/c1ccc([N+](=O)[O-])o1)c1nc2ccccc2c(=O)n1-c1ccccc1	48	-11	9	2	2	5	18	-8
Cc1cc(C)c2cc(C(=O)Nc3ccccc3)[nH]c2c1	19	0	-52	-10	-39	-3	-68	-4
O=C1CCCC2=C1C(c1ccccc1)n1c(s/c(=C/c3cccc(F)c3)c1=O)=N2 (stereo unspecified)	15	39	-7	-9	8	13	-10	-4
COc1ccccc1-c1c(C)nn2c(N3CCN(Cc4ccccc4)CC3)cc(C)nc12	-4	8	4	-1	2	26	-59	20
COc1ccc(CNC(C)C2COc3ccccc3O2)c(OC)c1 (stereo unspecified)	10	3	-6	-2	1	4	1	9

Shown with each value named: four of the compounds above
> COc1ccc(CNC(C)C2COc3ccccc3O2)c(OC)c1 (stereo unspecified)
  CCR6 antagonist: 10
  EBI2 block: 3
  Jurkat NFkB inh: -6
  SENP8 block: -2
  Gli-Sufu block: 1
  Apaf1 inhib: 4
  697 NFkB inh: 1
  UBC13 inh: 9
> C=CCc1cc(/C=N/NC(=O)CSc2nnc(CCCc3ccc(OC)cc3)o2)cc(OC)c1O
  CCR6 antagonist: -3
  EBI2 block: 5
  Jurkat NFkB inh: -14
  SENP8 block: -5
  Gli-Sufu block: 8
  Apaf1 inhib: 12
  697 NFkB inh: -22
  UBC13 inh: -13
> O=C(NCC(=O)N1CCN(C/C=C/c2ccccc2)CC1)c1ccc(Br)cc1
  CCR6 antagonist: 0
  EBI2 block: 32
  Jurkat NFkB inh: 5
  SENP8 block: 4
  Gli-Sufu block: 2
  Apaf1 inhib: -2
  697 NFkB inh: 4
  UBC13 inh: 16
> CCN(CCCNC(=O)C1CCC(=O)N1C1CCCC1)c1cccc(C)c1 (stereo unspecified)
  CCR6 antagonist: -13
  EBI2 block: -2
  Jurkat NFkB inh: 8
  SENP8 block: -3
  Gli-Sufu block: -7
  Apaf1 inhib: -3
  697 NFkB inh: 10
  UBC13 inh: 16

Three entries from above, as labelled records:
CC(=O)N(/N=C/c1ccc([N+](=O)[O-])o1)c1nc2ccccc2c(=O)n1-c1ccccc1
  CCR6 antagonist = 48	EBI2 block = -11	Jurkat NFkB inh = 9	SENP8 block = 2	Gli-Sufu block = 2	Apaf1 inhib = 5	697 NFkB inh = 18	UBC13 inh = -8

Cc1cc(C)c2cc(C(=O)Nc3ccccc3)[nH]c2c1
  CCR6 antagonist = 19	EBI2 block = 0	Jurkat NFkB inh = -52	SENP8 block = -10	Gli-Sufu block = -39	Apaf1 inhib = -3	697 NFkB inh = -68	UBC13 inh = -4

O=C1CCCC2=C1C(c1ccccc1)n1c(s/c(=C/c3cccc(F)c3)c1=O)=N2 (stereo unspecified)
  CCR6 antagonist = 15	EBI2 block = 39	Jurkat NFkB inh = -7	SENP8 block = -9	Gli-Sufu block = 8	Apaf1 inhib = 13	697 NFkB inh = -10	UBC13 inh = -4

Further entries.
SMILES	CCR6 antagonist	EBI2 block	Jurkat NFkB inh	SENP8 block	Gli-Sufu block	Apaf1 inhib	697 NFkB inh	UBC13 inh
COc1ccc(S(=O)(=O)NCC2CCC(C(=O)NCc3ccco3)CC2)cc1 (stereo unspecified)	12	-4	-5	4	-6	5	0	-1
O=C(c1ccc(CSc2nc3ccncc3[nH]2)cc1)N1CCCCC1	-4	-7	-3	0	-2	0	-14	-5
COc1ccc2nc(NC(=O)CN3CCN(C)CC3)sc2c1	4	-13	-27	2	-3	2	-14	11
Nn1cnnc1SCC(=O)Nc1ccc2c(c1)OCO2	5	-2	0	1	6	-5	13	6
COc1ccc(OC)c(NC(=O)COC(=O)C2CCCCC2)c1	10	-7	13	1	0	0	7	18
CCN1CCN(CCCNC(=O)CCc2nc(-c3ccc(OC)cc3)no2)CC1	7	1	-13	-8	28	-3	-17	-15
Cc1noc(C)c1S(=O)(=O)N1CCCC(C(=O)c2cccc(OC(C)C)c2)C1 (stereo unspecified)	20	15	-16	2	13	9	8	-7
Cc1sc(NC(=O)CCCC(=O)O)c(C#N)c1C	5	-2	2	3	0	-1	-11	-1

Screening results: PubChem, Sanford-Burnham Center for Chemical Genomics

These rows are one share of the data; the hit share may differ from the screen's.
